Source: PubChem (several laboratories)
Hep lipid drop: inhibitors of hepatocyte lipid droplet formation, primary screen, imaging, high-throughput imaging, BODIPY stain. AML12 mouse hepatocytes, oleate lipid droplets. inhibition, % at 6.5 µM. 240,000 tested, 0.4% active;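 active = lipid droplet intensity inhibited by at least 50%, with more than 500 cells counted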
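Test system: AML12 hepatocytes (mouse); reagent: oleate loading, 100 µM; dosing: one dose, 6.5 µM compound; incubation: overnight exposure; signal: fluorescence imaging, 20x objective, two fields per well; read-out basis: % inhibition of corrected integrated BODIPY droplet signal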
Myeloid diff 2: induction of myeloid progenitor differentiation, primary screen, cell-based, flow cytometry, MLPCN library; ER-HoxA9 myeloid progenitors, lysozyme-GFP differentiation; calls only at 10 µM; 360,000 tested, 1% active;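 active = normalized GFP-positive differentiation at or above the plate's own cutoff, the solvent-only control mean plus 3 SD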;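 also: cells exposed to compound for four days before flow analysis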
Autophagy HCS: autophagy modulators in MEF cells, primary screen, imaging, high-content, MEF GFP-LC3 | 190,000 tested, 0.98% active | calls only at 10 µM (by protocol) | MEF GFP-LC3 puncta imaging; test concentration mostly 10 µM;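 active = percentage of spot-positive cells more than 3 SD above its plate mean, without a fluorescence outlier flag or 80% toxicity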;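 also: spot-positive cell cutoff set from DMSO-treated cells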
West Nile antiviral: West Nile virus antiviral activity, cell-based, CPE readout (AID 1621); 290,000 tested, 0.02% active; CPE inhibition, % at 10 µM; hits with a dose series show IC50 in µM; West Nile virus-infected cells, CPE inhibition; higher % means a stronger effect; in the data active = a potency from the dose series; also: strong numbers were not always called active
WT yeast gro inh: growth inhibition of WT strain, primary screen, mitochondrial fusion inhibitor project, WT and mutant strains, chemical genetic | AID 1362, 2008 | inhibition, % at 10 µM | mitochondrial fusion phenotypic screen | 190,000 tested, 2.1% active; in the data active = inhibition above about 58%; tested in S. cerevisiae
bCat nuc transl: modulators of beta-catenin nuclear translocation, primary screen, imaging, HeLa cells, immunofluorescence, high-content. nuclear translocation activity, % at 5 µM. AID 1665, 2009. 190,000 tested, 0.3% active;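 active = nuclear translocation activity above 50% at 5 µM, with a well cell count of 50 or more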;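 also: per-cell ratio of nuclear to cytoplasmic median beta-catenin stain intensity; plate controls were DMSO negative control for no effect and GSK-3 inhibitor IX positive control for full effect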
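assay system = human HeLa cells, endogenous beta-catenin | times = compound treatment 24 h, 37°C, 5% CO2 | detection = Anti-beta-catenin immunofluorescence on PFA-fixed, Triton-permeabilized cells, DAPI nuclei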
MT stabilizer: microtubule stabilizers in HeLa cells, primary screen, imaging, high-content imaging | HeLa tubulin immunostaining HCS, 24 h; share of cells brighter than vehicle mean+2SD | % tubulin-high responders, % at 10 µM | 200,000 tested, 0.83% active;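 active = plate Z-score above 3 for both tubulin-high and condensed-nucleus cell shares, with cell loss under 80%, at 10 µM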;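 also: anti alpha tubulin signal scored within the nucleus-defined area of each cell; some results filed as inactive read as strong as hits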
T cell HTS: modulators of CD8 T cell-vesicle binding, primary screen, mouse 2C CD8+ T cells, flow cytometry; 330,000 tested, 0.068% active; calls only at 7 µM; 2C CD8+ T cell-vesicle binding; active compounds read low;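 active = response, share of CD8 T cells binding vesicles, and their 90th percentile fluorescence all below set limits, cut at about 80% in these data, passing the limit was not always enough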
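material = purified 2C TCR transgenic mouse naive CD8+ T cells | controls = Unloaded micro-vesicles (low), QL9 vesicles with 0.7% DMSO (high) | detection = cytometric PE anti-B7-1 and Alexa647 anti-CD8 signals after 1% paraformaldehyde fixation | incubation = binding step 1.5 h, 37 °C, antibody labelling 20 min, ice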
Insulin prom up: insulin promoter activators in MIN6 cells, imaging, high-content screening, mouse beta cells; 190,000 tested, 0.3% active; AID 1625, 2009; z-score at 5 µM; MIN6 insulin promoter-GFP reporter; active compounds read high;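 active = z-score above 3 at 5 µM with at least 500 cells counted in the well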
WT yeast gro inh mutant strain: second read-out of WT yeast gro inh, no call of its own (marks repeat the call); inhibition, %; mitochondrial fusion phenotypic screen, mutant strain inhibition
Insulin prom up cell count: recorded beside Insulin prom up, whose call it bears; cell count; measured here: cytotoxicity, nuclei count;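 total cells summed across four imaged fields per well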
Hep lipid drop cells 6.5 µM: further read-out of Hep lipid drop, marked with its call; cell count; measured here: cell count, cytotoxicity flag;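 cells counted across two imaged fields per well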
bCat nuc transl cell count 5 µM: further read-out of bCat nuc transl, marked with its call; cell count; measured here: cell count, cytotoxicity flag
T cell HTS vesicle-bound %: also measured in T cell HTS; calls as there; double positive events, %; measured here: CD8+ vesicle-bound cell fraction;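 binding gate set so that unloaded-vesicle control wells show 10% double positive cells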
MT stabilizer Hoechst-high %: further read-out of MT stabilizer, marked with its call; % Hoechst-high responders; measured here: nuclear condensation Hoechst responders;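 share of cells brighter than vehicle mean plus two SD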
MT stabilizer cytotoxicity %: recorded beside MT stabilizer, whose call it bears; toxicity, %; measured here: cytotoxicity by cell density;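 0% = mean cell density of plate MIN control wells and 100% = no cells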
Autophagy HCS cell loss 18 h: also measured in Autophagy HCS; calls as there; toxicity, %; measured here: cell loss, nuclei count;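 cell loss after 18 h compound exposure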
Myeloid diff 2 GFP+ MAC1+ %: recorded beside Myeloid diff 2, whose call it bears; GFP+ MAC1+ double positive, %; measured here: differentiation confirmed by MAC1 staining
Numbers without * were called inactive; i = inactive; . = not tested or not shown.

SMILES	Hep lipid drop	Hep lipid drop cells 6.5 µM	Myeloid diff 2	Myeloid diff 2 GFP+ MAC1+ %	Autophagy HCS	Autophagy HCS cell loss 18 h	West Nile antiviral	WT yeast gro inh	WT yeast gro inh mutant strain	bCat nuc transl	bCat nuc transl cell count 5 µM	MT stabilizer	MT stabilizer Hoechst-high %	MT stabilizer cytotoxicity %	T cell HTS	T cell HTS vesicle-bound %	Insulin prom up	Insulin prom up cell count
Cc1nn(-c2ccccc2)c2c1C(c1ccc(F)cc1)C(C#N)=C(N)O2 (stereo unspecified)	2.3	798	i	1.4	i	-23.2	-0.3%	1.6	-1.4	1.5	504	2.5	1.4	9.4	i	46.3	0.03	1294
CCOC(=O)c1[nH]c(C)c(C(=O)OC(C)C(=O)Nc2ncc(Cl)cc2Cl)c1C (stereo unspecified)	.	.	i	0.4	i	17.3	0.4%	-5.4	7.8	-0.5	1433	42.3*	19.6*	30.7*	i	12.9	-1.61	1084
O=S(=O)(c1ccccc1)c1cnn(-c2ccccc2)c1-c1ccc(F)cc1	.	.	i	0.9	i	25.9	-0.6%	7.3	5.4	-2.9	1008	4.2	1.9	4.4	i	18.8	-0.21	1356
COc1ccc(CC2(CO)CCN(Cc3cccn3-c3ccccn3)CC2)cc1	-6.8	651	i	0.2	i	13.5	-0.5%	-5.3	-7.2	1.5	1008	3.5	1.7	4.2	i	40.7	-1.45	1337
S=c1[nH]c(-c2ccc(Cl)cc2)cs1	-14.3	714	i	0.1	i	0.5	-0.4%	65.4*	52.5*	-6.4	1152	2.0	2.4	6.0	i	36.0	0.63	1197
COc1ccccc1Nc1ccc(NS(=O)(=O)c2ccc(C(C)=O)cc2)cc1	99.2*	782*	i	0.3	.	.	1.6%	.	.	.	.	.	.	.	i	57.7	.	.
On1nnc2c3ccccc3c3ccccc3c21	-0.5	672	i	0.1	i	2.3	0.4%	-1.1	4.0	2.9	1016	1.7	1.4	5.9	i	58.6	-0.34	1424
Cc1ccc(N2CC(C(=O)N3CCC(C(=O)Nc4cccc(Br)c4)CC3)CC2=O)cc1 (stereo unspecified)	-1.1	751	i	0.3	.	.	0.0%	.	.	.	.	.	.	.	i	36.7	.	.
COc1ccc(S(=O)(=O)NCC2CCCN(C(=O)CCSC)C2)cc1 (stereo unspecified)	-6.2	809	i	0.5	.	.	-0.5%	.	.	.	.	.	.	.	i	61.3	.	.
COc1cc(C(=O)OCC(C)=O)cc(NC(=O)c2ccco2)c1OC	-2.9	705	i	0.1	i	22.1	0.6%	0.0	-10.5	-1.9	948	2.4	1.8	0.3	i	48.7	0.3	1229
CCn1c(SCc2ccc(Cl)cc2)nnc1-c1ccccc1	-47.6	706	i	0.8	i	-9.0	0.0%	39.9	12.8	-2.2	536	3.4	2.6	3.5	i	29.7	0.33	1330
COc1ccccc1CNS(=O)(=O)c1c(C)noc1C	.	.	i	1.0	i	1.2	0.6%	-28.1	-9.0	1.2	840	6.7	2.9	8.0	i	50.8	0.3	1486
Nc1ccc(C(=O)OCC(=O)NC2CC2)cc1[N+](=O)[O-]	2.6	671	i	0.6	i	1.4	0.2%	-8.1	26.1	-4.0	1127	3.5	2.8	4.0	i	32.9	.	.
COc1ccc(S(=O)(=O)N2CCC(C(=O)NCc3ccccn3)CC2)cc1C	-1.1	735	i	0.5	i	7.9	-0.1%	8.1	16.8	-1.4	1102	2.0	1.5	7.1	i	54.3	-0.34	1321
Cc1ccccc1CSc1nsc(N)n1	.	.	i	0.5	i	-5.8	0.7%	11.5	2.5	0.2	1416	4.2	2.1	4.6	i	34.5	-0.73	1562
COc1ccc(OCc2nnc(SCC(=O)NC3CC3)n2C)cc1	-16.7	794	i	1.6	.	.	0.4%	.	.	.	.	.	.	.	i	6.3	.	.
O=c1nc2s/c(=C\c3ccco3)c(=O)n2nc1Cc1ccccc1	-3.8	721	i	1.3	i	-3.5	0.1%	10.5	3.6	3.8	1087	1.4	2.2	6.8	i	20.8	1.43	736
CNC(=S)NNC(=O)c1cccc(N(C)C)c1	14.9	651	i	0.1	i	18.5	0.0%	-0.5	2.4	-4.2	955	7.1	1.0	2.9	i	21.6	0.15	1516
Cc1ccc(S(=O)(=O)N[C@@H](CO)C(=O)N[C@@H](Cc2ccc(O)cc2)C(=O)O)cc1	-12.1	829	i	0.4	.	.	0.0%	.	.	.	.	.	.	.	i	44.7	.	.
CCNC(=O)COC(=O)C1CCC(=O)N(c2ccc(OC)cc2)C1c1ccc(OC)cc1 (stereo unspecified)	7.1	843	i	2.0	i	-7.8	0.2%	-4.9	-42.6	.	.	2.3	1.5	8.1	i	27.2	0.53	979
Cc1cc(O)c(C(C)C)cc1NC(=O)c1ccc(Cl)cc1	.	.	i	0.8	i	-23.6	0.2%	-16.0	-21.0	-1.8	1403	2.5	2.0	4.7	i	28.7	-0.58	1447
CN1CCc2c(sc3c2C(=O)NC(/C=C/c2ccco2)N3)C1 (stereo unspecified)	.	.	i	6.9	i	1.6	-0.5%	.	.	.	.	3.0	1.8	3.7	i	17.0	.	.
O=C(NCc1ccc(Cl)c(Cl)c1)c1ccco1	-13.0	732	i	0.6	i	-2.1	0.2%	1.5	-1.4	2.3	409	13.8	17.9	96.1	i	29.2	.	.
O=C(COC(=O)COc1ccccc1)NCc1ccccc1	10.2	695	i	0.2	i	-4.3	-0.1%	-21.7	5.7	2.6	1096	3.3	2.6	7.8	i	40.0	-0.37	1322
Cc1cc(NC(=O)c2c(-c3c(Cl)cccc3Cl)noc2C)n(C)n1	-1.7	688	i	0.7	.	.	0.2%	.	.	0.2	1083	.	.	.	i	23.3	-0.07	1180
O=C(CSc1ccc(-c2ccccc2)nn1)N1CCCCC1	4.5	719	i	0.6	i	6.4	0.1%	12.8	11.1	1.2	1110	1.7	1.2	8.0	i	14.6	.	.
CC(C)(C)OC(=O)NCCCC[C@H](NC(=O)c1nc[nH]c1C(=O)N1CCc2ccccc2C1)C(=O)OC(C)(C)C	-3.0	713	i	1.3	.	.	0.6%	.	.	0.3	1159	.	.	.	i	24.4	-1.2	1061
CC1CCN(C(=O)c2ccc(NC(=O)C3CCCO3)cc2)CC1 (stereo unspecified)	-10.6	674	i	0.8	i	22.0	0.5%	2.8	-1.0	.	.	4.8	1.7	7.2	i	13.9	-1.02	1088
Cc1ccccc1NS(=O)(=O)c1ccc(-c2ccc(=O)[nH]n2)o1	3.1	705	i	2.9	.	.	0.0%	.	.	.	.	.	.	.	i	12.4	.	.
CSc1ccc(NC(=O)Nc2ccc(C(=O)NCC(=O)O)cc2)cc1	4.8	728	i	0.0	.	.	-1.0%	.	.	5.6	931	.	.	.	i	15.4	.	.
COc1ccc(/C=C2\SC(=S)N(CC3CCCO3)C2=O)cc1 (stereo unspecified)	3.7	751	i	0.7	.	.	-0.7%	.	.	0.3	1264	.	.	.	i	9.6	0.46	1027
COc1cc(NS(=O)(=O)c2ccc(NC(=O)c3ccc(S(=O)(=O)N4CCCC4)cc3)cc2)ncn1	-12.6	718	.	.	i	2.7	2.5%	5.1	-3.5	0.8	1046	1.8	3.1	1.0	i	30.3	-0.01	1161
CC(C)CCNC(=O)C1CCN(c2nc3ccccc3o2)CC1	.	.	i	2.1	i	-10.3	-0.9%	-9.1	-15.7	-0.8	813	5.9	3.1	7.6	i	27.5	-0.49	1091
Cc1cc(C(=O)N/N=C/c2cccc([N+](=O)[O-])c2)c(C)o1	.	.	i	1.0	i	2.1	-0.6%	3.4	9.9	.	.	2.9	0.9	9.6	i	37.6	.	.
O=S(=O)(NCC1CCCO1)c1ccc(NS(=O)(=O)c2ccc(F)cc2)cc1 (stereo unspecified)	7.9	522	i	1.9	.	.	0.0%	.	.	.	.	.	.	.	i	51.4	.	.
O=C(c1ccc(C(F)(F)F)cc1)C1CCCN(C(=O)CCN2CCCO2)C1 (stereo unspecified)	8.3	669	i	0.6	i	22.5	-0.5%	-5.4	9.0	-1.9	985	2.3	1.6	7.1	i	39.3	.	.
Cc1c(C2Nc3ccccc3C(=O)N2O)cnn1C (stereo unspecified)	-21.1	625	i	1.0	i	-1.6	0.1%	-20.6	-6.6	3.9	501	1.3	2.2	5.9	i	18.6	.	.
CC(=O)Nc1ccc(NC(=O)C(Cc2ccccc2)NC(=O)C2CCC(C)CC2)cc1 (stereo unspecified)	10.4	718	i	1.3	i	-0.9	-1.1%	-1.4	-13.3	-0.1	994	3.4	0.8	9.9	i	65.0	-0.19	1356
c1ccc2nc3[nH]cnc3nc2c1	.	.	i	7.8	i	0.5	1.5%	-5.0	-7.3	-4.8	1060	3.1	1.4	9.0	i	17.3	1.09	1272
COc1ccc(Cl)cc1NC(=O)CSc1sc2c(O)cc(=O)[nH]c2c1C#N	-6.2	727	i	1.0	.	.	-0.5%	.	.	.	.	.	.	.	i	9.1	.	.
C(=N\c1nccs1)/c1c[nH]c2ccccc12	-5.6	712	i	2.1	i	-1.9	0.1%	1.0	5.0	-0.4	1162	1.2	1.1	10.1	i	47.4	-0.54	1204

Filtered by structure: the entries above with a thiophene ring, fused or not
SMILES	Hep lipid drop	Hep lipid drop cells 6.5 µM	Myeloid diff 2	Myeloid diff 2 GFP+ MAC1+ %	Autophagy HCS	Autophagy HCS cell loss 18 h	West Nile antiviral	WT yeast gro inh	WT yeast gro inh mutant strain	bCat nuc transl	bCat nuc transl cell count 5 µM	MT stabilizer	MT stabilizer Hoechst-high %	MT stabilizer cytotoxicity %	T cell HTS	T cell HTS vesicle-bound %	Insulin prom up	Insulin prom up cell count
CN1CCc2c(sc3c2C(=O)NC(/C=C/c2ccco2)N3)C1 (stereo unspecified)	.	.	i	6.9	i	1.6	-0.5%	.	.	.	.	3.0	1.8	3.7	i	17.0	.	.
COc1ccc(Cl)cc1NC(=O)CSc1sc2c(O)cc(=O)[nH]c2c1C#N	-6.2	727	i	1.0	.	.	-0.5%	.	.	.	.	.	.	.	i	9.1	.	.
